HepG2 viability = HepG2 cytotoxicity, counter-screen for TGF-b inhibitors; HepG2 CAGA-GFP viability, ATP luminescence, 18 h; Potency, µM (top dose mostly 46.1 µM), for the others: top-dose activity change, negative = cytotoxicity, usual class: cytotoxic; 410,000 compounds, 0.76% hits; AID 588856; active = well fitted cell-killing curve with a large enough effect; inactive = no such curve, though single readings can be large or run the other way; note: some results filed as inactive show a strong effect at the top dose
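HepG2 CAGA-GFP cells (1000/well, DMEM with 1% FBS) received compound, then TGF-beta at 500 pg/mL final, and were incubated 18 hours at 37 degrees C. Viability was read by CellTiter-Glo luminescence. Media-only wells were set as complete cell-killing and DMSO as no toxicity.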
Numbers without * were called inactive. Potency is the fitted concentration of half-maximal effect. An excerpt; rates above refer to the full screens.

SMILES | HepG2 viability
CC1CCCCN1CCCNC(=O)c1cc(Sc2cccc(Cl)c2)nc2ccccc12 (stereo not given) | -23%
Cn1c(=O)c2c(c3ccccc31)OC(=O)CC2c1cccc(Cl)c1 (stereo not given) | 2%
O=S(=O)(NCc1nc2cccnc2n1Cc1ccccc1Cl)c1ccc2c(c1)CCCC2 | -22%
Cc1ccc(C(=O)N2CCc3cc(CNC(=O)c4ccccc4F)ccc32)cc1 | -17%
Cc1ccc(NS(=O)(=O)c2c(C(=O)N3CCC(C)CC3)c(C)n(C)c2C)cc1Cl | -5%
Cc1cc(S(=O)(=O)Nc2ccc3[nH]c(=O)sc3c2)ccc1F | -22%
Cc1ccc(-c2nc3c4c(-c5ccccc5)c(-c5ccccc5)oc4ncn3n2)cc1 | 3%
CCOCc1cc(CN2CCN(c3cccc(C(F)(F)F)c3)CC2)c(O)c2ncccc12 | -36%
CCCCN(CCCC)CCNC(=O)Cn1nc(CC)n2c(cc3sc(C)cc32)c1=O | -10%
CC(C)C(=O)Nc1nnc(SCc2cc(=O)n3ccccc3n2)s1 | 0%
CCOC(=O)CC(=O)CSc1nc2ccsc2c(=O)n1Cc1ccccc1 | 13%
COc1cc2nc(NCCc3ccccc3)n3nc(-c4cccnc4)nc3c2cc1OC | -11%
COc1ccc(Br)cc1CNC(=O)c1cc(=O)[nH]c2ccc(S(=O)(=O)N3CCCC3)cc12 | 0%
O=S(=O)(c1cccc(Cl)c1)c1nnn2c1nc(NC1CCCCCC1)c1sccc12 | -3%
COc1cc(Cl)c(C)cc1NC(=O)CSc1cc(-c2ccccc2)nc(C)n1 | -3%
COc1ccccc1NC(=O)C1=C(C)Nc2c(C(=O)Nc3cccc(C)c3)cnn2C1c1ccccc1Cl (stereo not given) | 1%
COc1cccc(N2CCN(C(=O)c3ccc(CS(=O)c4cccc(Cl)c4)o3)CC2)c1 (stereo not given) | -2%
Cc1ccc2c(c1)NC(=O)C(CC(=O)Nc1cc(Cl)ccc1C)O2 (stereo not given) | -4%
COc1cc(NC(=O)C2CCN(S(=O)(=O)c3c(C)noc3/C=C/c3cccs3)CC2)cc(OC)c1 | -28%
COc1cccc(CNC(=O)c2c(C)oc3nc(C)nc(N4CCOCC4)c23)c1 | -20%
Cc1ccc(CNC(=O)CCc2c(C)nn(-c3ccc(N4CCCC4)nn3)c2C)cc1 | -32%
Cc1cc(OCC(=O)Nc2cc(-c3nc4ccccc4[nH]3)ccc2C)ccc1Cl | 11µM*
Cc1ccc(CNC(=O)CCC(=O)N2CCSc3ccccc32)cc1 | -17%
Cc1ccc(Cl)cc1NC(=O)N1CCc2cc(S(=O)(=O)N3CCC(C)CC3)ccc21 | -7%
O=C(c1cccc([N+](=O)[O-])c1)N1c2nc(-c3ccco3)nn2C2(CCCCC2)[C@@H]2CCCC[C@@H]21 | -13%
COc1cc(NC(=O)C2CCN(S(=O)(=O)c3c(C)noc3/C=C/c3c(C)cc(C)cc3C)CC2)cc(OC)c1 | -50%
Cc1nn(CCCC(=O)NCc2ccccc2)c(=O)c2c1sc1ccccc12 | 0%
Cc1cccc(S(=O)(=O)c2cn(C)c3cc(N4CCCCCC4)c(F)cc3c2=O)c1 | -12%
COc1cccc(OCC(=O)NCCS(=O)(=O)N2CCN(c3ccccc3F)CC2)c1 | -45%
COc1cccc(CNC(=O)C2CCCN(c3nc4ccccc4n4cccc34)C2)c1 (stereo not given) | -1%
COc1cccc(-c2nc(SCC(=O)NCC3CCCO3)c(-c3ccc(F)cc3)[nH]2)c1 (stereo not given) | 3%
O=C(NC1CCCc2ccccc21)c1ccc2c(c1)sc1nc(-c3ccc(F)cc3)cn12 (stereo not given) | -4%
Cc1ccc(-c2cc(C3C4C=CCC(C)C4C(=O)N3Cc3ccccc3)ccc2F)cc1 (stereo not given) | -13%
O=C(c1ccccc1)N1CCCCC1CCN1CCCCC1 (stereo not given) | -2%
COc1ccc(NC(=O)C2CCCN(S(=O)(=O)c3cn(C)cn3)C2)cc1Cl (stereo not given) | -10%
O=C(CSc1cn(CC(=O)N2CCCCC2)c2ccccc12)Nc1ccc(C(F)(F)F)cc1 | -2%
CC(C)(C)C1CCc2c(sc3nc(-c4cc5cc(Br)ccc5oc4=O)[nH]c(=O)c23)C1 (stereo not given) | -4%
COc1cc(Nc2nc3c(S(=O)(=O)c4ccc(C)c(C)c4)nnn3c3ccsc23)cc(OC)c1 | -4%
COc1ccccc1CNC(=O)CCC1N=C2c3ccccc3N=C(SCc3ccc(C)cc3)N2C1=O (stereo not given) | -31%
COc1ccc(S(=O)(=O)N2CCN(c3ccccc3OC)CC2)cc1-c1noc(C)n1 | -1%
CCCCn1c(=N)n(CCCOc2ccc(F)cc2)c2ccccc21 | 13µM*
CCOc1ccc(NC(=O)Cn2nc(Cc3ccncc3)c3ccccc3c2=O)cc1 | -27%
O=C(NCCc1ccccc1)c1cnc2sc(N3CCCCCC3)nn2c1=O | -14%
O=C(c1ccc(F)cc1)N1CCC(c2nc3ccccc3o2)CC1 | -17%
O=C(Cn1nnnc1-c1ccccc1F)Nc1ccc(OC(F)(F)F)cc1 | -10%
CCOc1ccc(C(=O)Nc2ccccc2OCc2cc(=O)n3ccccc3n2)cc1 | -26%
CCCOc1cccc(C(=O)N2CCCCC2CCN2CCCCC2)c1 (stereo not given) | 2%
Cc1ccccc1Nc1nn2c(=O)c3ccc(C(=O)NCc4ccccc4)cc3nc2s1 | -102%
COc1ccc(CCNc2ncnc3c2c(-c2ccccc2)cn3-c2ccc(Cl)cc2)cc1OC | -7%
Nc1ncc(S(=O)(=O)NCc2ccc(F)cc2)cn1 | 5%
CC(=O)N1c2ccc(S(=O)(=O)Nc3ccc(Cl)cc3C)cc2CC1C (stereo not given) | -33%
CSc1ccc(CNC(=O)c2cc3c(=O)n(Cc4ccco4)ccc3nc2C)cc1 | -43%
CC(=O)Nc1ccc(SCC(CC(C)C)N2CCN(C)CCC2=O)cc1 (stereo not given) | -23%
CCC1CN(C(=O)N2CCC(C(=O)N3CCN(c4ccccc4F)CC3)CC2)c2ccccc2O1 (stereo not given) | -16%
Cc1ccc(NC(=O)Cn2nc(C)c3nn(-c4ccc(Cl)cc4)c(C)c3c2=O)cc1C | -1%
CCCSc1ncc(Cl)c(C(=O)Nc2ccc(S(=O)(=O)N3CCCC(C)C3)cc2)n1 (stereo not given) | -17%
O=C(Cn1c(=O)n(Cc2ccc(F)cc2)c(=O)c2sc3ccccc3c21)Nc1ccc(F)cc1F | -2%
CCCN(CCC)CCNC(=O)c1ccc2c(c1)NC(=O)C(CS(=O)(=O)Cc1cccc(Br)c1)N2 (stereo not given) | -6%
COc1ccc(C2c3c(oc4ccc(C)cc4c3=O)C(=O)N2CCCN2CCOCC2)cc1OC (stereo not given) | -5%
COc1ccc(NC(=O)CCCc2nnc3n(C(C)C)c(=O)c4sccc4n23)cc1Cl | -20%
More results.
SMILES | HepG2 viability
Cc1ccc(Cl)cc1NC(=O)c1oc2ccc(S(=O)(=O)N3CCC4(CC3)OCCO4)cc2c1C | 1%
CN(C(=O)c1c[nH]c2ccc(S(=O)(=O)Nc3cccc(C(F)(F)F)c3)cc2c1=O)C1CCCCC1 | -5%
Cc1ccc(C)c(NC(=O)CSc2nncn3c2cc2sccc23)c1 | -19%
Cc1nc(N2CCCC2)c2c(C(=O)N3CCN(c4cc(Cl)ccc4C)CC3)c(C)oc2n1 | -16%
CC(=O)c1ccc(N2CCN(c3nc4ccccc4c4nc(-c5cccc(C)c5)nn34)CC2)cc1 | -13%
CCOC(=O)c1cccc(NC(=O)N2CCC(CN3CCCCCC3)CC2)c1 | -30%
CCC1Oc2ccc(C)cc2N(CC(=O)NCCc2ccccc2)C1=O (stereo not given) | -2%
Cc1ccc2nc(N(Cc3cccnc3)C(=O)c3ccco3)sc2c1 | 6%
CCOc1ccc(-c2nonc2NC(=O)c2oc3cc(C)ccc3c2C)cc1 | -26%
CCc1nn2c(=O)cc(COC(=O)c3ccc(NC(=O)COc4ccccc4C)cc3)nc2s1 | 0%
Cc1cc(C)cc(NC(=O)Cn2cc(C(=O)c3ccncc3)c(=O)c3cc(C)c(C)cc32)c1 | -11%
O=C(NCCc1ccc(Cl)cc1)C1CCN(c2ncnc3c2nc2n3CCCCC2)CC1 | -11%
COc1cc(Cl)c(C)cc1NC(=O)c1ccc(CN2C(=O)CCn3nc(C)cc32)cc1 | 3%
CCCC[C@H]1CCCO[C@@](C(=O)NCc2ccccc2)(C(F)(F)F)C1 | -42%
COc1ccc(NC(=O)Cn2c(=O)n(Cc3ccccc3OC)c(=O)c3cccnc32)cc1Cl | 3%
CCCCN1C(=O)CN(C2CCCCCC2)C(=O)C1c1ccc(OC(C)C)c(OC)c1 (stereo not given) | -28%
COc1ccccc1C(=O)Nc1ccc2nc(N3CCC(C)CC3)cc(C)c2c1 | -32%
Cc1cccc(N2CCN(C(=O)c3ccc4c(c3)N(Cc3cccc(Cl)c3)C(=O)c3ccccc3S4=O)CC2)c1C (stereo not given) | -5%
O=C(Nc1cccc(Cl)c1)N1Cc2ccccc2Oc2ncccc21 | -9%
CCCCN(CC)C(=O)CSc1nc2n[nH]c(C)c2c(=N)n1-c1cccc(Cl)c1 | -41%
Cc1cccc(NC(=O)C(c2ccccc2)N2Cc3ccccc3C2=O)c1C (stereo not given) | 3%
O=C(Cn1cc(SCc2cccc(F)c2)c2ccccc21)N1CCOCC1 | -38%
O=C(CSCc1cnn(-c2ccccc2)c1-n1cccc1)NCc1ccccc1Br | -24%
CCOC(=O)c1c(C)[nH]c(CCC(=O)NCCCN2CCN(c3cc(Cl)ccc3C)CC2)c1C | -105%
CC(C)N(C(=O)CSc1nc2ccc(Cl)cc2[nH]1)c1ccccc1 | -29%
Nc1ncc(S(=O)(=O)NCc2ccccc2)cn1 | -3%
CCN(CC)c1cc2c(cc1F)c(=O)c(S(=O)(=O)c1cccc(C)c1)cn2C | -10%
COc1ccc(N2CCN(C(=O)c3cc4c(=O)n(Cc5ccco5)ccc4nc3C)CC2)cc1 | -11%
Cc1ccc(S(=O)(=O)C(CNS(=O)(=O)c2cc(F)ccc2F)c2cccs2)cc1 (stereo not given) | -3%
Cc1ccc(Cn2c(SCC(=O)NCc3ccccc3)nc3ccsc3c2=O)cc1 | 2%
COc1ccc(-c2cc(C(=O)Nc3c(C(=O)c4ccc(C)cc4)oc4ccccc34)no2)cc1 | 9%
CCCC(=O)Nc1cccc(-c2cn3c(C)csc3n2)c1 | 2%
O=C(Nc1ccccc1C(F)(F)F)c1ccc(F)c(S(=O)(=O)N2CCc3ccccc3C2)c1 | -36%
Cc1ccc(C)c(N2CCN(CCCNC(=O)c3ccc4nc(CCc5ccccc5)oc4c3)CC2)c1 | -13%
COc1ccccc1CNC(=O)C1CCN(c2nnc(C)c3c(C)n(-c4ccccc4)nc23)CC1 | -19%
Cc1cc(SCC(=O)Nc2nsc(-c3ccc(C(C)(C)C)cc3)n2)nc2ccccc12 | -33%
CCOc1cccc(NC(=O)c2ccc(F)c(S(=O)(=O)N(CC)c3cccc(C)c3)c2)c1 | -3%
CCN(CC)c1nn2c(=O)c(C(=O)NCc3ccc(F)cc3)cnc2s1 | -21%
COc1ccc(NC(=O)CCCS(=O)(=O)c2nc(-c3ccc(OC)c(OC)c3)cc(C(F)(F)F)n2)cc1OC | -101%
O=C(Nc1ccc(Cl)cc1Cl)c1cc(S(=O)(=O)N2CCC3(CC2)OCCO3)ccc1F | 5%
COc1ccc(CCNC(=O)Cc2c(C)c3c(cc(C)c4c(C)coc43)oc2=O)cc1OC | 1%
COc1cccc2sc(N(Cc3cccnc3)C(=O)C3CCCCC3)nc12 | -60%
COc1ccc(NC(=O)Cn2c(=O)n(-c3cccc(C(F)(F)F)c3)c(=O)c3sccc32)cc1 | -25%
Cc1cccc(NC(=O)CSc2nc3c([nH]c4ccccc43)c(=O)n2-c2ccc(F)cc2)c1C | -2%
CCOc1ccc(CN2C(=O)c3ccccc3C2C(=O)NCCc2ccc(OC)c(OC)c2)cc1 (stereo not given) | 1%
CCOc1cccc2cc(-c3cn4c(n3)sc3cc(C)ccc34)c(=O)oc12 | 0%
O=C(NCCc1ccc(Cl)cc1)c1ccc(CSCc2ccc(Cl)cc2)o1 | -28%
CCOc1ccccc1CNC(=O)c1cnc2sc(N3CCOCC3)nn2c1=O | -1%

Of the compounds above, 11 have two or more sulfur atoms:
SMILES | HepG2 viability
Cc1cc(S(=O)(=O)Nc2ccc3[nH]c(=O)sc3c2)ccc1F | -22%
CC(C)C(=O)Nc1nnc(SCc2cc(=O)n3ccccc3n2)s1 | 0%
CCOC(=O)CC(=O)CSc1nc2ccsc2c(=O)n1Cc1ccccc1 | 13%
O=S(=O)(c1cccc(Cl)c1)c1nnn2c1nc(NC1CCCCCC1)c1sccc12 | -3%
COc1cc(NC(=O)C2CCN(S(=O)(=O)c3c(C)noc3/C=C/c3cccs3)CC2)cc(OC)c1 | -28%
COc1cc(Nc2nc3c(S(=O)(=O)c4ccc(C)c(C)c4)nnn3c3ccsc23)cc(OC)c1 | -4%
CCCSc1ncc(Cl)c(C(=O)Nc2ccc(S(=O)(=O)N3CCCC(C)C3)cc2)n1 (stereo not given) | -17%
Cc1ccc(C)c(NC(=O)CSc2nncn3c2cc2sccc23)c1 | -19%
Cc1ccc(S(=O)(=O)C(CNS(=O)(=O)c2cc(F)ccc2F)c2cccs2)cc1 (stereo not given) | -3%
Cc1ccc(Cn2c(SCC(=O)NCc3ccccc3)nc3ccsc3c2=O)cc1 | 2%
Cc1cc(SCC(=O)Nc2nsc(-c3ccc(C(C)(C)C)cc3)n2)nc2ccccc12 | -33%

2 records picked at random from those above, as already listed:
SMILES | HepG2 viability
COc1ccc(CCNC(=O)Cc2c(C)c3c(cc(C)c4c(C)coc43)oc2=O)cc1OC | 1%
CCOc1ccc(CN2C(=O)c3ccccc3C2C(=O)NCCc2ccc(OC)c(OC)c2)cc1 (stereo not given) | 1%

Assay outcomes from PubChem.
